From PubChem BioAssay
A549 tox = A549 cytotoxicity, counter-screen for Nrf2 inhibitors; A549 ARE-Fluc cells, CellTiter-Fluor viability, 18-24 h; Potency, µM (titrated, usually from 46 µM), for inactives: at the highest dose activity change, negative = cytotoxicity, usual class: inhibitors; 390,000 compounds, 0.16% hits; AID 504648; also: potency is read from the fitted curve at half-maximal effect; % is scaled to controls: 0 for no effect and ±100 for the full control effect
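A549 ARE_Fluc cells in 5% FBS OPTI-MEM were exposed to compounds in concentration-response for 18-24 h at 37 deg C. Viability was read by CellTiter-Fluor fluorescence (Ex 405/Em 525) after 30 min, before the luciferase read.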
MmCpn inh = inhibitors of Methanococcus maripaludis chaperonin (MmCpn). Potency, µM (series often up to 76.9 µM), inactives show at the top dose activity, negative = inhibition, usual class: inhibitors. purified Mm-Cpn ATPase, ADP Transcreener TR-FRET. 330,000 compounds, 0.031% hits; also: potency is read from the fitted curve at half-maximal effect; % is scaled to controls: 0 for no effect and ±100 for the full control effect; nearly all actives have a fitted effect of over 80% in size
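Inhibition of chaperonin ATP hydrolysis is measured as reduced ADP production, detected by competitive TR-FRET in which signal falls with ADP. Final enzyme 25 nM and ATP 10 uM, reacted 30 min at 37°C.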
Akt phos inh = Akt phosphorylation inhibition; Neuro2A IGF-stimulated pAkt S473 HTRF, 20 min; hits give low values; 360,000 compounds, 0.32% hits; activity change, % for hits at 50 µM; in the data active = activity change below about -80%; inconclusive = mostly about -51% to -80%; also: % is scaled to controls: 0 for no effect and ±100 for the full control effect
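Single-point screen (50 µM final compound) in Neuro2A cells stimulated 20 min with 6 nM IGF at 37 deg C. After lysis, Ser473-phosphorylated Akt read by HTRF (ex 330 nm, em 615/665 nm) as the 665/615 ratio.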
Nrf2 ARE act = activates Nrf2 signaling; AREc32 ARE-luciferase reporter (MCF7-derived line), luminescence, 24 h; Potency, µM (top dose mostly 46.1 µM), for inactives: at the top dose activation, actives largely listed as activators; 410,000 compounds, 0.31% hits; AID 624171; also: potency is read from the fitted curve at half-maximal effect; % of control where 0% means no effect; nearly all actives have a fitted effect of over 65% in size
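ARE-driven firefly luciferase activity in AREc32 cells measured after a 24 hr compound exposure at 37 deg C, using Steady-Glo reagent and a 30 min room-temperature hold.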
TGFb inhibitor = inhibitors of TGF-b signaling. HepG2 CAGA-GFP TGF-b/SMAD3 reporter, GFP fluorescence, 18 h; TGF-beta stimulated, 500 pg/mL final. Potency, µM (highest dose often 46.1 µM), inactives show at the highest dose activity, negative = inhibition, usual class: inhibitors. 410,000 compounds, 1.2% hits. AID 588855; also: potency is read from the fitted curve at half-maximal effect; % is scaled to controls: 0 for no effect and ±100 for the full control effect; nearly all actives have a fitted effect of over 65% in size
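HEPG2 CAGA-GFP, 1000 cells/well; 2 h settle, 37 C; cpd via pin tool; TGF-b 500 pg/mL final; 18 h, 37 C; GFP imaging ex488/em500-530; %Activity normalised to -TGF-b and +DMSO controls; CRC fit, curve class.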
HepG2 tox = counter-screen for TGF-b inhibitors: cytotoxicity in HepG2 cells; 410,000 compounds, 0.76% hits; HepG2 CAGA-GFP viability, ATP luminescence, 18 h; Potency, µM (top dose mostly 46.1 µM), without a hit: top-dose activity change, negative = cytotoxicity, hits mostly cytotoxic; also: potency is read from the fitted curve at half-maximal effect; some results filed as inactive show a strong effect at the top dose
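HepG2 CAGA-GFP cells (1000/well, DMEM with 1% FBS) received compound, then TGF-beta at 500 pg/mL final, and were incubated 18 hours at 37 degrees C. Viability was read by CellTiter-Glo luminescence. Media-only wells were set as complete cell-killing and DMSO as no toxicity.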
CCT chaperon mod = cytosolic chaperonin activity modulation; purified chaperonin ATPase assay, HTRF ADP detection, 30 min; activity change, % (concentration not given with the values), hits read low; 360,000 compounds, 0.3% hits; AID 651819; in the data active = activity change below about -30%; also: % is scaled to controls: 0 for no effect and ±100 for the full control effect
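Nucleotide hydrolysis assay: TRiC at 20–40 nM final (set by batch activity) with 10 uM ATP, 30 min at 37 °C, in presence of 76 uM compound. Detection by competitive ADP HTRF, 30 min ambient.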
Nrf2 block = blocks Nrf2 signaling. 360,000 compounds, 2.1% hits. Potency, µM (series often up to 46 µM), inactives show top-dose activity change, negative = inhibition, usual class: inhibitors. AID 504444. A549 ARE-Fluc reporter, luciferase luminescence, 18-24 h; also: potency is read from the fitted curve at half-maximal effect; % is scaled to controls: 0 for no effect and ±100 for the full control effect; nearly all actives have a fitted effect of over 60% in size
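Nrf2 activity is the BugLite luminescence, read 15 min after reagent at room temperature, following CellTiter-Fluor cytotoxicity readout (30 min, 37C). Compound titrations were applied for 18-24 h to 5000 A549 ARE_Fluc cells/well in 5% FBS OPTI-MEM.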
ATXN viability = viability counter-screen for ATXN expression inhibitors. S2 cells (HEK-293 line with an ATXN2-luciferase reporter) viability, CellTiter-Fluor protease fluorescence, 24 h. Potency, µM (series often up to 56.7 µM), usual class: cytotoxic. 400,000 compounds, 0.49% hits; also: potency is read from the fitted curve at half-maximal effect; nearly all actives have a fitted effect of over 40% in size
An asterisk follows results filed as active; i = inactive; ? = inconclusive; . = not tested or not shown; [ ] = dose if it differs, or a comment. Unless noted, calls follow the shape of the dose curve; as a rule, active = well fitted curve in the direction sought with a large enough effect; inconclusive = small, poorly fitted or top-dose-only effect, or another doubt; inactive = no such curve, though single readings can be large; an effect the other way counts as inactive or inconclusive.

smiles | Nrf2 ARE act | A549 tox | CCT chaperon mod | ATXN viability | Nrf2 block | MmCpn inh | TGFb inhibitor | HepG2 tox | Akt phos inh
Cc1ccccc1C(=O)O/N=C(\N)c1cccc([N+](=O)[O-])c1 | ? | -1% | 0.6 | i | . | -1% | 18% | -19% | .
COc1ccc(C(=O)O/N=C(/c2ccccc2)c2ccncc2)cc1OC | -0.6% | -2% | 3.1 | i | 10% | 0% | 5% | -1% | i
O=C1CCC/C=C\C[C@H](CC(=O)N(CCO)Cc2ccccc2)C(=O)N2CCC[C@@H]2CO1 | -0.3% | -1% | 0.0 | i | 10% | -2% | -18% | 1% | i
CCCCn1nc2cc(C(=O)NCC34CC5CC(CC(C5)C3)C4)ccc2c1OC | 1.0% | -1% | -0.1 | ? | -6% | 0% | -9% | -6% | i
COc1ccc(C(=O)Nc2cccc(-c3nc4cccnc4s3)c2C)c(OC)c1 | 5.7% | 24% | . | i | 13% | . | -17% | 0% | .
CCC(=O)c1c[nH]c(C(=O)NCc2cccnc2)c1 | 0.0% | 1% | 1.5 | i | -10% | -1% | 1% | 4% | i
Cc1ccc(S(=O)(=O)N(C)C)cc1NC(=O)COC(=O)c1c(-c2ccccc2)noc1C | -0.1% | 1% | 0.4 | i | -19% | -3% | 10% | 0% | i
CCOc1ccccc1N(C)C(=O)C1CCCN(c2ncnc3onc(-c4ccc(F)cc4)c23)C1 (stereo unspecified) | 0.2% | 7% | . | i | -26% | . | -15% | -24% | .
CCOC(=O)Cc1csc(NC(=O)c2cc3ccccc3o2)n1 | 3.7% | 2% | 2.2 | i | -21% | 0% | -1% | -36% | i
CC(=O)Nc1ccc(S(=O)(=O)NC(CC(=O)O)c2ccc(C)cc2)cc1 (stereo unspecified) | -0.9% | 3% | 1.7 | i | 19% | -1% | 17% | 25% | i
O=C(O)CC1Sc2ccccc2NC1=O (stereo unspecified) | 0.0% | 13% | -1.3 | i | ? | -8% | 15% | -4% | i
CC(C)(CO)CNC(=O)CCc1nnc(CCCc2ccccc2)o1 | -1.3% | -3% | -1.7 | i | 22% | 4% | 11% | -66% | i
COC(=O)C(C)n1cnc2c(nnn2-c2cccc(Cl)c2)c1=O (stereo unspecified) | 0.2% | 11% | 0.7 | i | -1% | -5% | -7% | -2% | i
Fc1ccc(NC(=S)N/N=C/c2cccc(Br)c2)c(F)c1 | -0.3% | -14% | -2.2 | i | ? | -2% | -6% | -2% | i
Cc1cc(C)c2c(CC(=O)NC3CCS(=O)(=O)C3)coc2c1 (stereo unspecified) | -1.0% | 2% | 0.8 | i | -2% | 1% | 2% | -3% | i
CCOc1ccccc1CNC(=O)C1CCN(S(=O)(=O)c2cccc3nonc23)CC1 | -0.6% | 0% | . | i | . | . | -15% | 5% | .
Cc1cc(Br)c(NC(=O)COC(=O)C2CC2C)c(Br)c1 (stereo unspecified) | 0.5% | -4% | 1.1 | i | 8% | 2% | 0% | 10% | i
Cc1ccc(CC2S/C(=N/N=C/c3ccco3)NC2=O)cc1 (stereo unspecified) | 4.5µM* | 12% | -0.4 | i | 1% | 0% | 1% | 1% | i
CC(C)N(C(=O)Cn1c(SCC(=O)Nc2nccs2)nc2ccccc21)C(C)C | 0.3% | 19% | -2.9 | i | 14% | -2% | -2% | 1% | i
O=C(NNc1c2ccccc2nc2ccccc12)c1ccc(Cl)cc1 | -0.8% | -18% | -0.6 | ? | ? | 1% | -2% | 4% | i
CN1CCN(c2nc(-c3ccccc3Cl)nc3ccccc23)CC1 | 0.7% | -4% | -0.6 | i | -8% | 0% | 10% | 7% | i
O=C(NCCCN1CCOCC1)c1cn(-c2ccccc2)nc1-c1ccc(Br)cc1 | -0.3% | 11% | -1.1 | i | 3% | -1% | 0% | -29% | i
CN(CC(=O)OCC(=O)NC1CCCC1)S(=O)(=O)c1ccc(Cl)cc1 | -0.2% | 19% | 0.6 | i | -6% | 0% | 1% | -3% | i
CC1=C(C(=O)Nc2ccc(C)cc2C)C(c2ccc(C(C)C)cc2)n2nc(C(F)(F)F)nc2N1 (stereo unspecified) | 3.2% | 3% | . | . | -16% | . | -2% | -18% | .
CCOC(=O)C1CCCN(Cc2ccc3c(c2)OCO3)C1 (stereo unspecified) | 0.2% | 5% | -3.3 | i | 1% | -1% | -30% | -7% | i
CCSc1nnc(NC(=O)CSc2nnc(Cc3cccn3C)n2-c2ccc(C)cc2)s1 | -0.2% | -10%[1.84 µM] | -0.2 | i | 1% | -1% | -24% | 1% | i
Cn1nc(C(F)(F)F)cc1C(=O)Nc1ccc(Cl)cc1 | 0.4% | 1% | -0.3 | ? | -5% | 1% | -29% | -43% | i
Cc1cccc(Cn2c(=O)n(-c3ccc(Cl)c(Cl)c3)c(=O)c3c(C)c(C)sc32)c1 | -0.4% | -2% | . | i | 8% | . | -10% | -15% | .
Cc1cccc2cc(CN(Cc3ccc(F)cc3)C(=O)N3CCOCC3)c3nnnn3c12 | 2.1% | 3% | 1.8 | ? | 2% | -1% | -2% | -1% | i
C=CCn1c(O)c(C(CC)=NCCN2CCOCC2)c(=O)[nH]c1=O | 0.0% | 8% | -0.3 | i | 4% | -1% | 0% | 12% | i
COc1cc2c(cc1OC)[C@@H](NC(=O)c1ccc(C(F)(F)F)cc1)[C@H](OCc1ccccc1)C2 | -0.5% | -1% | -0.3 | i | -16% | 2% | -15% | -30% | i
C=CCn1c(C)cc(C(=O)CN2C(=O)NC3(CCCc4ccccc43)C2=O)c1C (stereo unspecified) | 3.0% | 10% | -3.1 | i | -2% | -4% | -23% | -12% | i
CCN(CC)S(=O)(=O)c1ccc(-n2c(=O)c(C(C)C)c(C)n2C)cc1 | -0.9% | 2% | 0.8 | i | 13% | 1% | -15% | 2% | i
Cn1c(=O)c2c(nc(Oc3ccccc3Cl)n2Cc2ccc(C#N)cc2)n(C)c1=O | -0.5% | 12% | . | i | 1% | . | 12% | 0% | .
Cc1ccc(NC(=O)C2(S(=O)(=O)c3ccc(Cl)cc3)CC2)c(Br)c1 | -0.5% | 9% | 0.7 | i | 27% | 3% | 1% | -14% | i
Cc1ccccc1NC(=O)Cc1nc(COC(=O)c2ccc(O)cc2O)cs1 | 0.6% | -6% | -0.4 | i | 8% | -3% | -9% | -21% | i
Cc1ccc(C(=O)c2c3ccccc3[n+]([O-])n2CCC(=O)O)cc1 | 4.2% | -17% | 0.6 | i | 8% | 0% | -5% | -12% | i
O=c1nc(C(F)(F)F)nc2ccccn12 | -0.1% | -6% | -2.6 | i | 13% | 0% | 18% | -1% | i
O=C(NNc1nc2ccccc2s1)Nc1ccccc1 | 12% | -2% | 0.7 | i | ? | 1% | -7% | 12% | i
COc1cccc(CNC(=O)c2ccccc2NC(=O)C2=C(C)OCCS2)c1OC | -0.4% | 2% | -2.4 | i | ? | -4% | -6% | 2% | i
Cc1ccc(C(=O)N2N=C(c3ccccc3O)CC2c2ccccc2)cc1 (stereo unspecified) | -0.5% | -5% | -1.0 | i | 4% | 0% | 4% | -29% | i
CCOC(=O)Cc1ncccc1C(=O)Nc1ccc(OC)cc1 | 2.4% | -16% | -0.9 | i | -23% | -1% | -6% | 0% | i
CC(C)=NNc1cc([N+](=O)[O-])cc2c1C(=O)N(C)S2=O (stereo unspecified) | -0.5% | -3% | -1.9 | ? | 0% | 1% | 7% | 1% | i
CC(=O)Nc1sc2c(c1CN1CCN(c3ccccn3)CC1)CCCC2 | -0.1% | 11% | 0.2 | i | 8% | -3% | ? | -29% | i
COc1ccc(C2=NOC3(CC(=O)N(c4ccc(F)cc4)C3=O)C2)c(OC)c1 (stereo unspecified) | -0.6% | 12% | -1.5 | i | . | -2% | 9% | -9% | i
COc1cc(NC(=O)c2cccc(C)c2)c(OC)cc1NC(=O)CN1CCCCC1 | -0.1% | -6% | -7.7 | i | -4% | 2% | -6% | -27% | i
O=C(c1ccccc1)c1ccc2ccccc2c1 | 5.4% | 5% | -1.8 | i | ? | . | -3% | 0% | i
CCN(C(=O)COC(=O)c1cccc(-n2cnnn2)c1)C1CCCCC1 | -0.1% | 8% | 1.0 | i | -14% | -2% | 26% | 2% | i
CN(c1ccccc1)S(=O)(=O)c1cc(C(=O)N2CCN(c3ccccn3)CC2)ccc1Cl | 4.2% | -10% | -1.0 | i | ? | 1% | -27% | -21% | .

Shown with values under each structure: 6 of the compounds above
The line under a structure holds: Nrf2 ARE act, A549 tox, CCT chaperon mod, ATXN viability, Nrf2 block, MmCpn inh, TGFb inhibitor, HepG2 tox, Akt phos inh
Cc1ccccc1NC(=O)Cc1nc(COC(=O)c2ccc(O)cc2O)cs1
  0.6%, -6%, -0.4, i, 8%, -3%, -9%, -21%, i
Cc1ccc(C(=O)c2c3ccccc3[n+]([O-])n2CCC(=O)O)cc1
  4.2%, -17%, 0.6, i, 8%, 0%, -5%, -12%, i
O=c1nc(C(F)(F)F)nc2ccccn12
  -0.1%, -6%, -2.6, i, 13%, 0%, 18%, -1%, i
O=C(NNc1nc2ccccc2s1)Nc1ccccc1
  12%, -2%, 0.7, i, ?, 1%, -7%, 12%, i
COc1cccc(CNC(=O)c2ccccc2NC(=O)C2=C(C)OCCS2)c1OC
  -0.4%, 2%, -2.4, i, ?, -4%, -6%, 2%, i
Cc1ccc(C(=O)N2N=C(c3ccccc3O)CC2c2ccccc2)cc1 (stereo unspecified)
  -0.5%, -5%, -1.0, i, 4%, 0%, 4%, -29%, i

Shown with values under each structure: entries from further up.
The line under a structure holds: Nrf2 ARE act, A549 tox, CCT chaperon mod, ATXN viability, Nrf2 block, MmCpn inh, TGFb inhibitor, HepG2 tox, Akt phos inh
> COc1cc(NC(=O)c2cccc(C)c2)c(OC)cc1NC(=O)CN1CCCCC1
→ -0.1%, -6%, -7.7, i, -4%, 2%, -6%, -27%, i
> O=C(c1ccccc1)c1ccc2ccccc2c1
→ 5.4%, 5%, -1.8, i, ?, ., -3%, 0%, i
